# Screening results (PubChem BioAssay)
# NR2E3 ag-1: NR2E3 (human) agonism; GST-NR2E3/biotin-RetCOR TR-FRET, 1536-well; inhibition of corepressor binding, % at 4.78 µM; 320,000 tested, 0.12% active; AID 2300;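 active = percent inhibition above the cutoff of mean plus 3 SD of all tested compounds, set per screening campaign, cut at about 20% in these data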;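 also: 0% = DMSO wells and 100% = biotin wells as full block of FRET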
# Target sequence (Q9Y5X4 whole entry, looked up): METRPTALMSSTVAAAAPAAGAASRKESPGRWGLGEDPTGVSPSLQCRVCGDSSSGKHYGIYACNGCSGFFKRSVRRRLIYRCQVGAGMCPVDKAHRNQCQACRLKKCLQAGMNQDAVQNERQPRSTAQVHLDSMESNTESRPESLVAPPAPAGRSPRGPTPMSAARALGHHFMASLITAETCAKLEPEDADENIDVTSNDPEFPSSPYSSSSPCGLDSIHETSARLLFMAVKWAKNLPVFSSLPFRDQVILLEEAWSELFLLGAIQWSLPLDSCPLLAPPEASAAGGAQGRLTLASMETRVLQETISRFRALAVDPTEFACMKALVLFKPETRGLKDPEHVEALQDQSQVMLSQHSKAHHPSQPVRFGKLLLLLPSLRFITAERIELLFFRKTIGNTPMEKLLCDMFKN
#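 Format: 1536-well format; test system: GST-NR2E3 and biotin-RetCOR proteins; read-out basis: percent inhibition of TR-FRET ratio; timing: 5 h incubation at 4 °C; detection: time-resolved FRET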
# KKLEB tox: CF airway cell cytotoxicity counter-screen. KKLEB CF airway cells viability, ATPlite luminescence, overnight; stronger effect = lower value; cells stimulated with P. aeruginosa culture filtrate. activity change (cytotoxicity), % at 5 µM. 360,000 tested, 0.36% active;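 active = corrected activity change at or below -50% at 5 µM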
# Shn3 inh set2: Schnurri-3 reporter inhibition in Clone20 osteoblasts; 360,000 tested, 0.52% active; inhibition, % at 12.5 µM; Clone20 osteoblast Shn3 3'UTR firefly luciferase, 24 h; AID 588674;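 active = mean inhibition of at least 75% with every replicate also reaching 75%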;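 also: 0% = median of neutral control wells and 100% = pilot-screen positive control compound; some compounds past the cut are filed as inactive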
# TRPM1 prom inh: inhibitors of MITF-driven TRPM1 promoter in melanoma cells; SK-MEL-5 TRPM1 promoter luciferase, 24 h; inhibition, % at 12.5 µM; 330,000 tested, 0.83% active; AID 488899;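 active = mean inhibition across replicates of 60% or more, whatever share of single replicates reaches that level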; also: values of inactives mirror those of a sister screen read the other way
# CF NFkB inh: inhibitors of cystic fibrosis induced NF-kB | KKLEB NF-kB-GFP reporter, PAF-induced, GFP fluorescence overnight | inhibition, % at 5 µM | AID 588850 | 360,000 tested, 0.86% active;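 active = at least 50% inhibition at 5 µM, scaled per plate between neutral and stimulator controls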;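 also: PAF is a Pseudomonas aeruginosa culture filtrate used as stimulus; plate controls were PAF-stimulated DMSO wells for no effect and unstimulated DMSO wells for full effect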
# HIF-2a inh: blocks HIF-2a reporter activity; 786-0 RCC cells HIF-2a reporter, luciferase luminescence, overnight; inhibition, % at 18.8 µM; AID 624352; 360,000 tested, 0.72% active;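 active = inhibition of the luminescence signal of 40% or more relative to plate controls, in a single-dose primary screen at 18.75 µM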
# CaV13 FRET inh: Primary screen for inhibitors of IQ motif and Ca2+-dependent inactivation inhibitor domain binding in CACNA1D, Förster resonance energy transfer in living cells, …. HEK cells, CFP/YFP FRET ICDI-IQ, plate reader, 10 min; percent FRET-ratio fall versus neutral wells. inhibition, % at 12.3 µM. 340,000 tested, 0.098% active. AID 743397;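 active = mean replicate inhibition of at least 30% and at least 1% of replicates passing that level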;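 also: 0% = median of the neutral control wells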
# PDI turbidity: blocks human protein disulfide isomerase activity | P07237 | PDI insulin aggregation turbidity, A650, 90 min | inhibition, % at 10 µM | 350,000 tested, 0.052% active;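 active = mean inhibition across replicates of 30% or more, whatever share of single replicates reach that level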;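 also: absorbance from insulin aggregation driven by PDI reduction with DTT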
# Target sequence (P07237 whole entry, looked up): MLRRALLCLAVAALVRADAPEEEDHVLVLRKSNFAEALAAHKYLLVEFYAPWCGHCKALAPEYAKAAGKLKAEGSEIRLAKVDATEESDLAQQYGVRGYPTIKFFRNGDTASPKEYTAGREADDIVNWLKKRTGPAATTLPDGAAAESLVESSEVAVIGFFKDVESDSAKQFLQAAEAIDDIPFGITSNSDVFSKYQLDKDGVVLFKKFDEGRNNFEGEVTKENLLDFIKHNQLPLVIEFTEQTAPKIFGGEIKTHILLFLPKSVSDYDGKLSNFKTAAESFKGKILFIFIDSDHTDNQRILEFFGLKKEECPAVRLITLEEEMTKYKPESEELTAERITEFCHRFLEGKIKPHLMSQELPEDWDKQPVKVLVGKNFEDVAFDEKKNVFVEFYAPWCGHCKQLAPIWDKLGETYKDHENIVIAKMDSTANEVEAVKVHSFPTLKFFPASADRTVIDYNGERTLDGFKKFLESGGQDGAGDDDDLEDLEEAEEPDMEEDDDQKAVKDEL
# Vif inh: blocks HIV Vif function. HEK293T cells, Vif self-association by quenched fluorescence, imaging, 24 h. inhibition, % at 7.49 µM. 340,000 tested, 0.35% active; in the data active = inhibition above about 50%, passing the limit was not always enough; also: some results filed as inactive read as strong as hits
# Peg3 promoter: reduces Peg3 promoter-driven luciferase expression in HeLa; HeLa PEG-Prom luciferase reporter, luminescence, overnight; inhibition, % at 20 µM; 360,000 tested, 1.7% active;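 active = inhibition of at least 50% at 20 µM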
# NR2E3 ag-2: agonists of human NR2E3 nuclear receptor; Q9Y5X4; CHO-S Gal4-NCOR/VP16-NR2E3 two-hybrid, luciferase; inhibition of corepressor binding, % at 3.98 µM; 360,000 tested, 0.35% active; AID 602229;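 active = inhibition above the mean of all tested compounds plus 3 SD, cut at about 70% in these data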;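 also: 0% = DMSO with NR2E3 transfected cells and 100% = cells lacking NR2E3 construct; higher means lower luciferase signal from less NR2E3 corepressor binding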
# An asterisk follows results filed as active; nt = no result given.
SMILES,NR2E3 ag-1,KKLEB tox,Shn3 inh set2,TRPM1 prom inh,CF NFkB inh,HIF-2a inh,CaV13 FRET inh,PDI turbidity,Vif inh,Peg3 promoter,NR2E3 ag-2
COc1ccc(-n2c(CNC(=O)c3cc(OC)c(OC)c(OC)c3)n[nH]c2=S)cc1,8,-20,-3,-1,6,19,-8,3,-1,-15,-1
O=C(COC(=O)c1ccc(F)c(S(=O)(=O)N2CCOCC2)c1)NC1CCCCC1,0,1,11,-4,0,10,-5,-4,7,-1,-20
Cc1[nH]c(=O)nc(SCc2cccc(Cl)c2)c1C#N,4,3,-1,14,13,23,-3,4,-3,11,-2
COc1ccc(CC(=O)N/N=C\c2cc(Br)c(O)c(Br)c2)cc1,nt,1,21,2,-32,-19,-22,-3,3,1,14
COc1cc2nc(C3CCC3)n(NC(=O)COc3ccccc3)c(=O)c2cc1OC,-1,8,-21,-3,4,28,-6,-6,3,21,-2
O=C(c1ccco1)N1CCN(C(=O)c2ccc(-c3ccc([N+](=O)[O-])cc3)o2)CC1,nt,-3,-7,3,19,3,-7,10,-1,-16,-3
Cc1ccc(Nc2cc(=O)n(C3CCCCC3)c(=O)[nH]2)cc1C,5,-12,-2,-16,14,-3,nt,-3,5,-3,8
O=C1C2CCCCC2C(=O)N1c1nccs1 (stereo unspecified),nt,6,-4,-3,7,17,6,-9,3,14,-23
CCNC(=S)N/N=C/c1cccs1,-3,-2,10,1,9,-11,-5,21,nt,10,-21
O=c1cnnc(N/N=C/c2c[nH]c3ccccc23)[nH]1,-3,-3,14,2,-15,18,-2,1,0,1,8
Cc1nonc1NC(=O)OC1CCCCC1,0,10,-5,3,-23,1,-8,-8,-4,-4,-5
CN(CC(=O)Nc1ccc(OC(F)(F)F)cc1)C(=O)/C=C/c1ccco1,nt,0,9,-2,-13,-19,-2,-3,-2,-12,-9
O=C(Nc1nnc(C2CCCCC2)s1)c1ccco1,-4,7,-39,-74,-12,-200,-2,3,13,-211,-49
O=C(CC1OC(=O)c2ccccc21)c1ccco1 (stereo unspecified),1,-1,-4,9,23,-2,-5,-3,5,0,1
OCCNc1cnc2ccccc2n1,5,-5,-9,-23,-7,-35,-5,-1,-9,-6,3
CCOc1ccc2oc(C(=O)N(CCOC)c3c(N)n(CC(C)C)c(=O)[nH]c3=O)c(C)c2c1,-1,2,-2,0,13,5,-2,2,-3,-3,6
CCC(=O)Nc1ccc(N2CCN(C(=O)c3ccco3)CC2)c(Cl)c1,nt,-1,3,14,3,14,-3,1,-8,6,8
Cc1cc(N2CCN(C(=O)c3ccco3)CC2)n2ncnc2n1,1,4,5,-8,-5,-1,-3,-1,3,8,-24
Cc1ccccc1OCC(=O)Nc1ccc(S(=O)(=O)Nc2ccccn2)cc1,-2,8,2,3,2,11,-6,12,1,9,-6
CS(=O)(=O)N(CC(=O)N1CCN(Cc2ccc3c(c2)OCO3)CC1)Cc1ccc(Cl)cc1,1,-2,38,10,-12,-4,-4,25,nt,6,-9
Cc1cc(C)n2nc(SCc3nnc(SCc4ccccc4Cl)s3)nc2n1,-1,-14,27,-13,6,-58,-4,18,nt,-11,-3
COc1ccc(-c2c(N)n[nH]c2C)cc1OC,4,-8,11,-8,-10,-5,2,0,2,-10,5
O=C(/C=C/c1cn(-c2ccccc2)nc1-c1ccc2c(c1)OCCO2)NCCO,-4,2,-34,14,-2,13,-5,-2,3,-1,-13
Cc1csc(NC(=O)c2cc3c(s2)CCC3)n1,1,-3,0,-16,-13,-92,nt,2,-7,-119,-122
CC1(C(=O)NCc2ccccc2)CCC(=O)N1CCOc1ccccc1 (stereo unspecified),nt,5,11,nt,-18,9,-10,nt,nt,7,-25

# The last three records of the part before come first, to join the parts:
SMILES,NR2E3 ag-1,KKLEB tox,Shn3 inh set2,TRPM1 prom inh,CF NFkB inh,HIF-2a inh,CaV13 FRET inh,PDI turbidity,Vif inh,Peg3 promoter,NR2E3 ag-2
O=C(/C=C/c1cn(-c2ccccc2)nc1-c1ccc2c(c1)OCCO2)NCCO,-4,2,-34,14,-2,13,-5,-2,3,-1,-13
Cc1csc(NC(=O)c2cc3c(s2)CCC3)n1,1,-3,0,-16,-13,-92,nt,2,-7,-119,-122
CC1(C(=O)NCc2ccccc2)CCC(=O)N1CCOc1ccccc1 (stereo unspecified),nt,5,11,nt,-18,9,-10,nt,nt,7,-25
CC(=O)Nc1ccc(/C(C)=N/NC(=O)c2ccccc2Cl)cc1,3,2,3,-8,-7,-73,-3,-4,2,-29,-23
CC(=O)c1cc2c(cc1NC(=O)CCn1cnnn1)OCO2,6,24,-2,-1,-4,6,-3,-56,2,2,11
COc1ccc(NC(=O)CNC(=O)Cn2ccc3ccccc3c2=O)c(OC)c1,-1,-2,-11,-1,0,3,-3,-2,2,14,7
O=C1NC(=O)N(c2ccccc2)C1=O,0,4,-2,11,3,12,-3,6,-4,-5,-33
O=C(CCC1CCCC1)NCc1cccs1,3,4,-8,-8,0,-118,0,-8,7,-73,-35
O=C(NCCc1c[nH]c2ccccc12)C(=O)NCC1OCCN1S(=O)(=O)c1ccccc1 (stereo unspecified),1,6,-4,6,-11,-6,-7,-8,1,1,-3
COc1ccc(C2CC3(CC(C)(C)NC(=S)N3)Oc3cc(O)cc(C)c32)cc1OC (stereo unspecified),1,4,8,16,2,-10,3,-21,1,7,-5
O=C(Nc1ccn(Cc2ccccc2)n1)c1n[nH]c([N+](=O)[O-])c1Cl,2,1,-36,10,-16,-14,-6,-1,1,-30,-93
CN(C)C(=O)N1CCC(C(=O)NC2CCCCCCC2)CC1,2,-1,5,-3,10,10,nt,-7,-4,0,-12
CCCCSc1nc2c(cnn2-c2ccc(C)c(C)c2)c(=O)[nH]1,-2,-39,0,nt,49,5,-7,-1,-3,5,7
O=C(CCNC(=O)C1CCN(S(=O)(=O)c2ccc(F)cc2)CC1)NCc1ccccc1,0,11,0,7,10,9,-2,-7,-6,2,-18
COc1ccc(C2C(C(C)=O)=C(O)C(=O)N2CCCn2ccnc2)cc1OC (stereo unspecified),0,0,4,0,-10,18,-7,-5,0,2,11
O=C(c1ccc2nc(Cc3ccccc3F)oc2c1)N1CC[C@H](O)C1,0,-4,-39,-23,9,-102,-3,3,23,-90,-37
O=C(O)CSc1nnc(CNc2ccc(Cl)cc2)n1Cc1ccccc1,2,4,-33,9,-4,-5,-4,-1,-4,10,-18
O=C(c1ccccc1)N1N=C(c2ccccc2)CC1(O)C(F)(F)F (stereo unspecified),1,-13,4,-3,-3,6,-21,-7,-11,2,19
CC(=O)c1cccc(NC(=O)c2c(C)nn(-c3ccccc3)c2Cl)c1,2,-1,-27,-14,1,-67,-5,16,-12,-28,-54
CCOC(=O)c1ccccc1NC(=O)C1CC(=O)N(C(C)(C)C)C1 (stereo unspecified),-2,3,-3,6,-12,16,-1,-9,5,11,2
N#CC1=C(N)Oc2n[nH]c(-c3ccccc3)c2C1c1cccc(OC(=O)N2CCOCC2)c1 (stereo unspecified),4,4,-27,-5,-4,-2,-6,-2,-4,17,6
C/C(CC(=O)NC12CC3CC(CC(C3)C1)C2)=N\NC(=O)c1ccc(C)cc1,2,4,-1,9,11,-14,5,-1,3,-4,-14
CCOC(=O)c1ccc(NC(=S)N(CCN(C)C)C(C)c2ccncc2)cc1 (stereo unspecified),4,2,1,-1,0,13,-6,-1,nt,15,-4
CCc1nnc(NS(=O)(=O)c2ccc(NC(=O)/C=C/c3ccc(F)cc3)cc2)s1,1,4,6,-11,-2,15,-6,-6,-4,4,-19
O=C(COC(=O)c1cc(S(=O)(=O)N2CCOCC2)c(Cl)cc1Cl)NCc1ccco1,nt,10,7,6,-15,4,-6,4,3,-7,9
NC(=O)COC(=O)c1ccc(-c2ccc(O)cc2)cc1,-2,-2,-10,-25,-13,-18,-2,-3,-1,-48,-14
O=C(CCSc1ccccc1)NCCSCc1ccco1,-1,2,9,-4,5,-40,-5,0,1,-13,-2
CCOc1ccccc1N(CC(=O)NCCSc1ccccn1)S(=O)(=O)c1ccccc1,1,-8,7,1,13,23,-2,7,-3,25,-14
SMILES,NR2E3 ag-1,KKLEB tox,Shn3 inh set2,TRPM1 prom inh,CF NFkB inh,HIF-2a inh,CaV13 FRET inh,PDI turbidity,Vif inh,Peg3 promoter,NR2E3 ag-2
O=C(CSc1nc2sc3c(c2c(=O)n1-c1ccccc1)CCCC3)N/N=C/c1ccccc1C(=O)O,-2,9,12,20,-9,9,nt,11,4,-14,-1
O=C(CCCN1C(=O)/C(=C\c2ccccc2)SC1=S)Nc1ccc(O)cc1C(=O)O,2,0,6,-10,4,15,-7,-1,1,-13,-2
CN(C)S(=O)(=O)c1ccc(C(=O)OCC(=O)Nc2sc3c(c2C#N)CCCCC3)cc1,1,-25,-16,4,-8,-73,5,4,1,-70,-7
O=C(CCCCCn1c(=S)[nH]c2ccc(N3CCOCC3)cc2c1=O)NCc1cccc(Cl)c1,-6,-19,5,-2,22,18,-18,-9,27,23,-6
CCC(=O)Nc1c(C)ccc2nsnc12,-2,2,10,-4,-6,11,-5,29,-1,11,-4
COc1ccc(CCNC(=O)C(=O)Nc2ccc3c(c2)OCO3)cc1OC,1,-5,13,2,-2,13,4,11,-2,5,-12
COc1ccc(-c2cn(CCCOCc3ccccc3)nn2)cc1,3,19,4,-10,-22,-9,-9,-1,-9,-17,7
COCCCNC(=O)CNC(=O)c1cn(-c2ccccc2OC)c(=O)c2ccccc12,-1,-1,3,-2,-2,10,-8,-1,-2,1,-12
CCN(CC)C(=O)/C(=C/c1ccc2c(c1)OCO2)NC(=O)c1ccc(Br)cc1,4,-10,-2,-2,-6,0,-1,-6,-2,15,-14
COc1ccccc1N1CCN(C(=O)c2cccs2)CC1,0,-3,-19,-3,20,6,-4,-3,nt,7,-51
CCOc1ccc(-c2nc3n(c(=O)c2C#N)CCS3)cc1,5,9,8,-10,-7,-41,-6,17,26,-22,-14
COc1ccc(-c2nc3ccccc3n2OCC(=O)O)cc1,4,7,-55,-26,-6,-183,-4,0,1,-154,-134
CC(C)(C)c1cnnn1-c1ccc(/C=N/Nc2ccc([N+](=O)[O-])cc2)cc1,-1,-1,17,4,-20,-23,-4,7,6,-1,-20
CS(=O)(=O)NCC(c1cccnc1)N1CCN(c2ccc(F)cc2)CC1 (stereo unspecified),nt,-2,-10,-7,0,8,nt,-13,2,2,-13
COc1ccc2nc(/C(C#N)=C\c3ccc(C(=O)O)cc3)[nH]c2c1,1,2,11,3,-2,-6,-7,6,-2,-4,-188
CC(=O)N1C[C@H]2CON(C)[C@H]2C[C@H]1c1ccc(-c2ccccc2)cc1,nt,2,5,nt,-1,1,-6,-3,4,0,-18
CN(C)CCCNC(=O)c1ccccn1,2,10,3,3,20,10,-5,-9,4,10,3
CC1Cc2ccccc2N1S(=O)(=O)c1cccc(C(=O)NC2CC2)c1 (stereo unspecified),4,18,23,10,-1,24,nt,-3,0,-6,-27
